TNAP act hiacc = TNAP activators at high phosphate acceptor level, primary screen, biochemical, luminescence, uHTS | Alkaline phosphatase, tissue-nonspecific isozyme (Homo sapiens), P05186 | purified TNAP, CDP-star luminescence, 1 M DEA, 30 min; hits give high values; 0 = EDTA background, 1 = DMSO-only activity | activation factor at 20 µM | 200,000 tested, under 10 active | AID 1136, 2008;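 active means activation factor at least 2 at 20 µM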
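system = human TNAP | amount = enzyme diluted 1/800 final | reagent = 100 µM CDP-star substrate | signal = luminescent substrate turnover signal | dosing = one dose, 20 µM | benchmarks = EDTA negative control, DMSO positive control | measure = activation factor | timing = 30 min reaction, room temperature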
FLuc act counter = FLuc activators, initial screening, artefact control for FLuc-dependent activation tests, biochemical, ATPlite luminescence | ATPlite luciferase biochemical, 10 min; 0 = ATP-free wells, 1 = DMSO control | activation factor at 10 µM | 200,000 tested, under 10 active | AID 1027, 2008;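 active means luciferase activation factor, scaled between plate controls, of at least 2 with compound at 10 µM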
Target sequence (P08659 whole entry, looked up): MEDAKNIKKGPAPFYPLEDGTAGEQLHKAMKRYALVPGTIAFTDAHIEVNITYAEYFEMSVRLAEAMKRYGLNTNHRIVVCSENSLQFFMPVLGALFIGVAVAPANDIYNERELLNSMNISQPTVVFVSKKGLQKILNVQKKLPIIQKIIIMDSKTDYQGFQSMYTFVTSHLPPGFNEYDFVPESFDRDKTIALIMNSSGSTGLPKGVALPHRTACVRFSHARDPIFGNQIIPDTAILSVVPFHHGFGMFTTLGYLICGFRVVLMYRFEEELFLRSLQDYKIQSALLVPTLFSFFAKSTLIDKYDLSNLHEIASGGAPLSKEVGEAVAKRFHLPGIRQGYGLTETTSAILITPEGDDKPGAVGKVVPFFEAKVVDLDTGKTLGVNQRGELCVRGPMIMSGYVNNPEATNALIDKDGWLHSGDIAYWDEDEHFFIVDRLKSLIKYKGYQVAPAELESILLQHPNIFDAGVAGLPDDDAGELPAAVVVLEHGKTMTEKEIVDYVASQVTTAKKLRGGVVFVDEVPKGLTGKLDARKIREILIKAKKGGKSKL
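Material: luciferase plus luciferin reagent, cell-free. Medium: PBS buffer for ATP. Also added: ATP substrate, dispensed from a 10.24 µM working solution in PBS. Doses: test compounds dosed from 2 mM stocks in 100% DMSO. Incubation: 10 min post-reagent at room temperature. Technique: light output (luminescence). Read-out basis: luminescence gain marking luciferase activators.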
APP 5'UTR act = activators of APP 5'UTR luciferase reporter, primary screen, SH-SY5Y cells. SH-SY5Y APP 5'UTR luciferase reporter, luminescence; zero percent = DMSO vehicle wells. activation, % at 2 µM. 1% of 190,000 active;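 active means activation above a set limit, based on mean plus 3 SD of controls, cut at about 140% in these data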; further: values of inactives mirror those of a sister screen read the other way
PMI act = activators of human PMI, primary screen, biochemical, fluorescence intensity, near-Km mannose 6-phosphate; Mannose-6-phosphate isomerase (Homo sapiens), P34949; purified human PMI, coupled resazurin fluorescence, 20 min; hits give high values; 1 = vehicle control, 0 substrate-free wells; activation factor at 20 µM; 0.005% of 190,000 active; AID 1214, 2008;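 active means activation factor of 2 or more at 20 µM, relative to plate controls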
Target sequence (P34949 whole entry, looked up): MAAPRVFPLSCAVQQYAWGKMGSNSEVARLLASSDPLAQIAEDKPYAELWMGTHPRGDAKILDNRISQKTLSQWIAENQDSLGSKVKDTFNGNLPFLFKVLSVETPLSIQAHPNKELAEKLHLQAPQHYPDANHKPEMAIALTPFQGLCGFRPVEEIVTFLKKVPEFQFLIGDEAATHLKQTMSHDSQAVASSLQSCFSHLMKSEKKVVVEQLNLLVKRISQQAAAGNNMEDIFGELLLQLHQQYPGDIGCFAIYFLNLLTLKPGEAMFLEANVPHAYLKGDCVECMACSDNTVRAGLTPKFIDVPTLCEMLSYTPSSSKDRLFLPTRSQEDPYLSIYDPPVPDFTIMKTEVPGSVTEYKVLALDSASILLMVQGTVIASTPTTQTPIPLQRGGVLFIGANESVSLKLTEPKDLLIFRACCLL
TNAP inh noacc = human TNAP enzyme inhibitors, primary screen, biochemical, luminescent, no phosphate acceptor, uHTS. Alkaline phosphatase, tissue-nonspecific isozyme (Homo sapiens), P05186. inhibition, % at 20 µM. purified TNAP, CDP-star luminescence, 30 min. 0.26% of 200,000 active;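 active means tissue-nonspecific alkaline phosphatase inhibition above about 50% at 20 µM in the single-dose screen, limit read from the data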;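 further: 0% = DMSO negative control and 100% = EDTA positive control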
bIAP activator = bovine intestinal alkaline phosphatase activators, primary screen, biochemical, bovine IAP, CDP-star luminescence; purified bovine IAP, 30 min; hits give high values; fold of DMSO-control signal, blank-subtracted; activation factor at 20 µM; 0.17% of 200,000 active; AID 1016, 2008;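 active means activation factor of 2 or more at 20 µM, a signal rise over negative controls twice the positive control's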
TNAP inh hiacc = human TNAP enzyme inhibitors, primary screen, biochemical, luminescent, high phosphate acceptor level, uHTS. Alkaline phosphatase, tissue-nonspecific isozyme (Homo sapiens), P05186. purified TNAP, CDP-star luminescence, 1 M DEA. inhibition, % at 20 µM. 0.03% of 200,000 active. AID 1135, 2008;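 active means over 50% inhibition of tissue-nonspecific alkaline phosphatase at 20 µM in the single-dose screen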;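 further: plate controls were DMSO wells for no effect and EDTA-quenched wells as full inhibition for full effect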
PMI act hi M6P = human PMI activators, high substrate, primary screen, biochemical, fluorescence intensity, near-saturating mannose 6-phosphate; Mannose-6-phosphate isomerase (Homo sapiens), P34949; coupled PMI enzyme assay, resazurin fluorescence, 20 min; hits give high values; 1 = untreated enzyme, 0 = substrate-free blank; activation factor at 20 µM; 0.34% of 190,000 active; AID 1216, 2008;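 active means activation factor of 2 or more at 20 µM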
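Material: human phosphomannose isomerase with PGI, G6PDH, diaphorase coupling enzymes; amount: PMI at 15 ng/mL final; also added: Mannose-6-phosphate 1.0 mM (near-saturating) plus 0.22 mM NADP+; incubation: enzyme reaction with compound 20 min at room temperature; signal: resorufin fluorescence (Ex 544/Em 590 nm) from resazurin via diaphorase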
FLuc inh counter = firefly luciferase enzyme inhibitors, primary screen, artefact control for luciferase-based inhibitor screens, biochemical, luminescence, ATPLite; AID 1006, 2008; inhibition, % at 10 µM; Luciferin 4-monooxygenase (Photinus pyralis), P08659; 10 min; 1.5% of 200,000 active;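 active means inhibition above about 50% when tested at 10 µM, limit read from the data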
NF-kB neuron act = activators of NF-kB expression in neurons, primary screen, cell-based, HTS; human neuronal cells, NF-kB reporter expression; hits give high values; 1.6% of 190,000 active; fold change at 12.5 µM; in the data active means fold change above about 3.3
The depositor's hits bear a star. The order is random; overall some 3.6% were active at least once.

Results for COC(=O)c1ccc(NC(=O)c2ccc3c(c2)OCO3)cc1 ?
TNAP act hiacc: 1; FLuc act counter: 0.9; APP 5'UTR act: 75; PMI act: 0.9; TNAP inh noacc: -10; bIAP activator: 0.9; TNAP inh hiacc: -3; PMI act hi M6P: 1; FLuc inh counter: 13; NF-kB neuron act: 2

Results for COc1cccc(C2=NN(C(=O)c3ccco3)C(O)(C(F)(F)F)C2)c1 (configuration not stated) ?
TNAP act hiacc: 1; FLuc act counter: 1; APP 5'UTR act: -1; PMI act: 1; TNAP inh noacc: 1; bIAP activator: 1; TNAP inh hiacc: 2; PMI act hi M6P: 1; FLuc inh counter: -2; NF-kB neuron act: 1.2

How did Cc1cc(NC(=O)CCC(=O)N(CC(=O)NCC2CCCO2)Cc2ccc(F)cc2)no1 (configuration not stated) do in these assays?
TNAP act hiacc: 1; FLuc act counter: 1; APP 5'UTR act: -19; PMI act: 1; TNAP inh noacc: -8; bIAP activator: 1; TNAP inh hiacc: -1; PMI act hi M6P: 1.1; FLuc inh counter: 0; NF-kB neuron act: 1.2

Results for COC(=O)c1c(NC(NC(C)=O)C(Cl)(Cl)Cl)sc2c1CCCC2 (configuration not stated) ?
TNAP act hiacc: 1; FLuc act counter: 1; APP 5'UTR act: -15; PMI act: 0.8; TNAP inh noacc: -1; bIAP activator: 0.5; TNAP inh hiacc: -3; PMI act hi M6P: 0.9; FLuc inh counter: 2; NF-kB neuron act: 1

Results for O=C(O)Cn1nnnc1SCC(=O)Nc1ccc(OC(F)(F)F)cc1 ?
TNAP act hiacc: 1; FLuc act counter: 1; APP 5'UTR act: -6; PMI act: 0.9; TNAP inh noacc: -7; bIAP activator: 1; TNAP inh hiacc: -4; PMI act hi M6P: 1.1; FLuc inh counter: -1; NF-kB neuron act: 1.1

How did CCOC(=O)c1ccccc1NC(=O)CN(c1cccc(OC)c1)S(C)(=O)=O do in these assays?
TNAP act hiacc: 1; FLuc act counter: 1; APP 5'UTR act: 3; PMI act: 1; TNAP inh noacc: -2; bIAP activator: 1.1; TNAP inh hiacc: 4; PMI act hi M6P: 0.9; FLuc inh counter: 1; NF-kB neuron act: 0.98

What do the screens show for `Cc1nc(-c2ccccc2)nc2[nH]c(=O)n(-c3ccccc3)c(=O)c12`?
TNAP act hiacc: 0.9; FLuc act counter: 0.9; APP 5'UTR act: 5; PMI act: 1; TNAP inh noacc: 0; bIAP activator: 1; TNAP inh hiacc: 6; PMI act hi M6P: 1; FLuc inh counter: 8; NF-kB neuron act: 1.5

How did Cn1c(C(=O)OC(C(=O)NC2CCCCC2)c2cccnc2)cc2sccc21 (configuration not stated) do in these assays?
TNAP act hiacc: 1; FLuc act counter: 1; APP 5'UTR act: 25; PMI act: 0.8; TNAP inh noacc: -6; bIAP activator: 1; TNAP inh hiacc: -1; PMI act hi M6P: 0.9; FLuc inh counter: 0; NF-kB neuron act: 0.73

What do the screens show for `O=C(CSc1nnc(-c2ccncc2)n1-c1ccc(Cl)cc1)Nc1ccc(C(=O)O)cc1`?
TNAP act hiacc: 1; FLuc act counter: 1.1; APP 5'UTR act: 14; PMI act: 1.1; TNAP inh noacc: 0; bIAP activator: 0.9; TNAP inh hiacc: 1; PMI act hi M6P: 1.2; FLuc inh counter: -7; NF-kB neuron act: 1.1

What do the screens show for `COc1cccc(C(=O)Nc2nnc(C(C)C)s2)c1`?
TNAP act hiacc: 1; FLuc act counter: 0.7; APP 5'UTR act: 198*; PMI act: 1.1; TNAP inh noacc: -8; bIAP activator: 1; TNAP inh hiacc: 0; PMI act hi M6P: 1.1; FLuc inh counter: 29

How did O=C1CC(c2cccc([N+](=O)[O-])c2)c2c(ccc3ccccc23)N1 (configuration not stated) do in these assays?
TNAP act hiacc: 1; FLuc act counter: 1.1; APP 5'UTR act: -12; PMI act: 1.1; TNAP inh noacc: 1; bIAP activator: 0.9; TNAP inh hiacc: -5; PMI act hi M6P: 1; FLuc inh counter: -13; NF-kB neuron act: 1.1

How did C=CCn1c(CSc2nc3ccccc3s2)nnc1SCC(=O)NCc1ccco1 do in these assays?
TNAP act hiacc: 1.1; FLuc act counter: 1; APP 5'UTR act: -3; PMI act: 0.9; TNAP inh noacc: -12; bIAP activator: 1; TNAP inh hiacc: -7; PMI act hi M6P: 0.9; FLuc inh counter: -2; NF-kB neuron act: 0.85

What do the screens show for `CCc1nn(C(C)C(=O)N2CCc3ccccc3C2)c(=O)c2cc3occc3n12` (configuration not stated)?
TNAP act hiacc: 1.1; FLuc act counter: 1; APP 5'UTR act: 6; PMI act: 1; TNAP inh noacc: -11; bIAP activator: 1; TNAP inh hiacc: -6; PMI act hi M6P: 1; FLuc inh counter: -4; NF-kB neuron act: 1.1

How did Cn1c(=O)c2c(nc(CN3CCN(Cc4ccccc4)CC3)n2Cc2ccccc2)n(C)c1=O do in these assays?
TNAP act hiacc: 1; FLuc act counter: 1.1; APP 5'UTR act: 3; PMI act: 0.9; TNAP inh noacc: -9; bIAP activator: 0.9; TNAP inh hiacc: -5; PMI act hi M6P: 0.9; FLuc inh counter: -5; NF-kB neuron act: 1.3

What do the screens show for `C(=N\n1cnnc1)/c1ccc2c(c1)OCO2`?
TNAP act hiacc: 1.1; FLuc act counter: 1; APP 5'UTR act: -3; PMI act: 1; TNAP inh noacc: -12; bIAP activator: 0.9; TNAP inh hiacc: -7; PMI act hi M6P: 1; FLuc inh counter: -2; NF-kB neuron act: 1.1

4 consecutive compounds from above, for reference:
What do the screens show for `COc1cccc(C(=O)Nc2nnc(C(C)C)s2)c1`?
TNAP act hiacc: 1; FLuc act counter: 0.7; APP 5'UTR act: 198*; PMI act: 1.1; TNAP inh noacc: -8; bIAP activator: 1; TNAP inh hiacc: 0; PMI act hi M6P: 1.1; FLuc inh counter: 29

How did O=C1CC(c2cccc([N+](=O)[O-])c2)c2c(ccc3ccccc23)N1 (configuration not stated) do in these assays?
TNAP act hiacc: 1; FLuc act counter: 1.1; APP 5'UTR act: -12; PMI act: 1.1; TNAP inh noacc: 1; bIAP activator: 0.9; TNAP inh hiacc: -5; PMI act hi M6P: 1; FLuc inh counter: -13; NF-kB neuron act: 1.1

How did C=CCn1c(CSc2nc3ccccc3s2)nnc1SCC(=O)NCc1ccco1 do in these assays?
TNAP act hiacc: 1.1; FLuc act counter: 1; APP 5'UTR act: -3; PMI act: 0.9; TNAP inh noacc: -12; bIAP activator: 1; TNAP inh hiacc: -7; PMI act hi M6P: 0.9; FLuc inh counter: -2; NF-kB neuron act: 0.85

What do the screens show for `CCc1nn(C(C)C(=O)N2CCc3ccccc3C2)c(=O)c2cc3occc3n12` (configuration not stated)?
TNAP act hiacc: 1.1; FLuc act counter: 1; APP 5'UTR act: 6; PMI act: 1; TNAP inh noacc: -11; bIAP activator: 1; TNAP inh hiacc: -6; PMI act hi M6P: 1; FLuc inh counter: -4; NF-kB neuron act: 1.1

New compounds follow:
How did CC(C)Cc1nc2n[nH]c(N)c2c2c1COC(C)(C)C2 do in these assays?
TNAP act hiacc: 1.1; FLuc act counter: 1.1; APP 5'UTR act: 3; PMI act: 1; TNAP inh noacc: -17; bIAP activator: 0.8; TNAP inh hiacc: -9; PMI act hi M6P: 0.9; FLuc inh counter: -7; NF-kB neuron act: 0.95

What do the screens show for `CSc1ncc(CN2CCCC(C(=O)c3ccc(C(C)(C)C)cc3)C2)cn1` (configuration not stated)?
TNAP act hiacc: 1; FLuc act counter: 1; APP 5'UTR act: 10; TNAP inh noacc: -9; bIAP activator: 1; TNAP inh hiacc: -4; FLuc inh counter: -4; NF-kB neuron act: 2.3

How did CCCC(=O)Nc1ccc(S(=O)(=O)N2CCOCC2)cc1 do in these assays?
TNAP act hiacc: 1; FLuc act counter: 1.1; APP 5'UTR act: -31; PMI act: 1.1; TNAP inh noacc: -13; bIAP activator: 0.9; TNAP inh hiacc: -5; PMI act hi M6P: 1.1; FLuc inh counter: -7; NF-kB neuron act: 1.1

Results for O=[N+]([O-])c1nn(-c2ccc3c(c2)OCCO3)n(O)c1=NCc1ccc(F)cc1 ?
TNAP act hiacc: 0.9; FLuc act counter: 0.9; APP 5'UTR act: 96; PMI act: 0.8; TNAP inh noacc: -3; bIAP activator: 1; TNAP inh hiacc: 6; PMI act hi M6P: 0.9; FLuc inh counter: 6; NF-kB neuron act: 2.9

What do the screens show for `Cc1ccccc1OCCOc1ccc([N+](=O)[O-])cc1/C=N/n1cnnc1`?
TNAP act hiacc: 1; FLuc act counter: 1; APP 5'UTR act: -45; PMI act: 1.1; TNAP inh noacc: -3; bIAP activator: 0.9; TNAP inh hiacc: -5; PMI act hi M6P: 1.1; FLuc inh counter: -3; NF-kB neuron act: 1.1

How did Cc1c2c(nc3ccccc13)CCC(C(C)(C)C)C2 (configuration not stated) do in these assays?
TNAP act hiacc: 1.1; FLuc act counter: 0.8; APP 5'UTR act: 22; PMI act: 1.2; TNAP inh noacc: 3; bIAP activator: 1.1; TNAP inh hiacc: -6; PMI act hi M6P: 1.2; FLuc inh counter: 18; NF-kB neuron act: 1.9

Results for CCCCN(C)CCCNC(=O)c1cccc(N2CCCC2=O)c1 ?
TNAP act hiacc: 1; FLuc act counter: 1; APP 5'UTR act: -12; PMI act: 1; TNAP inh noacc: -7; bIAP activator: 1.1; TNAP inh hiacc: 3; PMI act hi M6P: 1; FLuc inh counter: -4; NF-kB neuron act: 1.2

What do the screens show for `Cn1c(CSCc2ccccc2Cl)n[nH]c1=S`?
TNAP act hiacc: 1; FLuc act counter: 1; APP 5'UTR act: 5; PMI act: 1; TNAP inh noacc: -54; bIAP activator: 1.2; TNAP inh hiacc: 1; PMI act hi M6P: 1; FLuc inh counter: 5; NF-kB neuron act: 1.1

What do the screens show for `O=C(CN(CCc1ccccc1)C(=O)CNS(=O)(=O)c1ccccc1)NCC1CCCO1` (configuration not stated)?
TNAP act hiacc: 1.1; FLuc act counter: 1; APP 5'UTR act: 11; PMI act: 1; TNAP inh noacc: -4; bIAP activator: 1.1; TNAP inh hiacc: -5; PMI act hi M6P: 1; FLuc inh counter: 2; NF-kB neuron act: 1.1

Source: PubChem
